Compound activity from PubChem.
Nrf2 activator: activators of Nrf2 (ARE) signaling | AID 624171 | AREc32 ARE-luciferase reporter (MCF7-derived line), luminescence, 24 h | Potency, µM (top dose mostly 46.1 µM), for the others: top-dose activation, usual class: activators | hit rate 0.31% among 410,000; also: potency is read from the fitted curve at half-maximal effect; % of control where 0% means no effect; nearly all actives have a fitted effect of over 65% in size
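For detection, Steady-Glo was added and plates sat 30 min at RT; before that, AREc32_Fluc cells grown overnight in OPTI-MEM/5% FBS had been treated with 23 nL compound for 24 hr at 37 deg C.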
Nrf2 inh: Nrf2 pathway inhibition; A549 ARE-Fluc reporter, luciferase luminescence, 18-24 h; Potency, µM (top dose mostly 46 µM), for the others: at the highest dose activity change, negative = inhibition, hits mostly inhibitors; hit rate 2.1% among 360,000; AID 504444; also: potency is read from the fitted curve at half-maximal effect; % is scaled to controls: 0 for no effect and ±100 for the full control effect; nearly all actives have a fitted effect of over 60% in size
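A549 ARE_Fluc cells, 5000/well, 5% FBS OPTI-MEM; compounds in dose-response, 18-24 h at 37 °C/5% CO2; CellTiter-Fluor viability read (Ex 405/Em 525), then BugLite luciferase luminescence = Nrf2 activity.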
HepG2 tox: kills HepG2 cells in TGF-b inhibitor counter-screen. HepG2 CAGA-GFP viability, ATP luminescence, 18 h. Potency, µM (top dose mostly 46.1 µM), for inactives: at the top dose activity change, negative = cytotoxicity, hits mostly cytotoxic. AID 588856. hit rate 0.76% among 410,000; also: potency is read from the fitted curve at half-maximal effect; some results filed as inactive show a strong effect at the top dose
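CellTiter-Glo luminescence gave cytotoxicity after 18 hours at 37 degrees C. The cells were HepG2 CAGA-GFP in 1% FBS DMEM, stimulated with 500 pg/mL TGF-beta after compound addition. %Activity was normalised to no-cell wells (complete cell-killing) and DMSO (no toxicity), and curves were fitted and classified.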
Abeta yeast res: restores growth of yeast expressing A-beta42 peptide; Potency, µM (series often up to 46.1 µM), inactives show top-dose growth rescue, actives largely listed as activators; hit rate 0.063% among 410,000; yeast expressing A-beta42, growth rescue, OD600, 48 h; response scale: 0% DMSO, 100% iron-clioquinol control; also: potency is read from the fitted curve at half-maximal effect; nearly all actives have a fitted effect of over 55% in size
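Growth rescue measured by 600 nm absorbance after 48 h yeast culture at 30 C with compound. Values normalized between DMSO and an equimolar ferric chloride plus clioquinol control.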
TGFb inhibitor: inhibitors of TGF-b signaling | hit rate 1.2% among 410,000 | HepG2 CAGA-GFP TGF-b/SMAD3 reporter, GFP fluorescence, 18 h; TGF-beta stimulated, 500 pg/mL final | Potency, µM (titrated, usually from 46.1 µM), without a hit: at the highest dose activity, negative = inhibition, actives largely listed as inhibitors; also: potency is read from the fitted curve at half-maximal effect; % is scaled to controls: 0 for no effect and ±100 for the full control effect; nearly all actives have a fitted effect of over 65% in size
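HEPG2 CAGA-GFP cells (1000/well, DMEM with 1% FBS) were pre-incubated 2 h at 37 degrees C, given compound by pin tool, then stimulated with TGF-beta at 500 pg/mL final for 18 h before per-cell GFP fluorescence imaging.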
Mm-Cpn inhibitor: inhibitors of Methanococcus maripaludis chaperonin (MmCpn); purified Mm-Cpn ATPase, ADP Transcreener TR-FRET; Potency, µM (titrated, usually from 76.9 µM), without a hit: at the highest dose activity, negative = inhibition, most hits filed as inhibitors; hit rate 0.031% among 330,000; also: potency is read from the fitted curve at half-maximal effect; % is scaled to controls: 0 for no effect and ±100 for the full control effect; nearly all actives have a fitted effect of over 80% in size
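Eu-cryptate anti-ADP/ADP-d2 competition gives a ratio inversely related to ADP. Enzyme at 25 nM was pre-exposed to compound for 10 min, then given 10 uM ATP for 30 min, 37°C throughout.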
Akt phos inh: Akt phosphorylation inhibition; Neuro2A IGF-stimulated pAkt S473 HTRF, 20 min; stronger effect = lower value; activity change, % for hits at 50 µM; hit rate 0.32% among 360,000; in the data active = activity change below about -80%; inconclusive = mostly about -51% to -80%; also: % is scaled to controls: 0 for no effect and ±100 for the full control effect
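Neuro2A cells in DMEM with 0.5% FBS, overnight at 37 deg C, given compound at single 50 µM final, then IGF (6 nM final) for 20 min at 37 deg C. Lysed; phospho-Akt Ser473 by HTRF after 24 h, 665/615 ratio.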
CCT modulator: changes cytosolic chaperonin activity; activity change, % (concentration not given with the values), hits read low; purified chaperonin ATPase assay, HTRF ADP detection, 30 min; hit rate 0.3% among 360,000; AID 651819; in the data active = activity change below about -30%; also: % is scaled to controls: 0 for no effect and ±100 for the full control effect
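First, chaperonin was dispensed at 40 nM or 20 nM final depending on batch activity. Next, compounds were pinned at 76 uM and ATP added at 10 uM. After 30 min at 37 °C, ADP detection reagents ran 30 min at ambient temperature.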
A549 viability: counter-screen for Nrf2 inhibitors: cytotoxicity in A549 cells. A549 ARE-Fluc cells, CellTiter-Fluor viability, 18-24 h. Potency, µM (doses to about 46 µM), for inactives: top-dose activity change, negative = cytotoxicity, most hits filed as inhibitors. hit rate 0.16% among 390,000; also: potency is read from the fitted curve at half-maximal effect; % is scaled to controls: 0 for no effect and ±100 for the full control effect
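Cytotoxicity counterscreen: CellTiter-Fluor fluorescence was measured in A549 ARE_Fluc cells after 18-24 h of compound exposure in a concentration series. The subsequent BugLite luminescent read reports ARE-luciferase activity.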
* = called active by the depositor; i = inactive; ? = inconclusive; . = no result given; [ ] = dose if it differs, or a comment. Unless noted, calls follow the shape of the dose curve; as a rule, active = well fitted curve in the direction sought with a large enough effect; inconclusive = small, poorly fitted or top-dose-only effect, or another doubt; inactive = no such curve, though single readings can be large; an effect the other way counts as inactive or inconclusive.

The opening six records as a preview:
SMILES | Nrf2 activator | Nrf2 inh | HepG2 tox | Abeta yeast res | TGFb inhibitor | Mm-Cpn inhibitor | Akt phos inh | CCT modulator | A549 viability
Cc1ccc(C(=O)Nc2nc(-c3ccco3)c(-c3ccco3)s2)o1 | 1.26µM* | -7.1% | -7.2% | -50.1%[inhibitor] | -6.8% | -20.2% | i | -5.8 | -2.2%
Cc1cnc(C(=O)Nc2ccc(S(=O)(=O)NCC(C)C)cc2)cn1 | 3.4% | -19.4% | 10.0% | -12.9% | -6.7% | -0.1% | i | 0.5 | -14.2%
CCOc1ccccc1N1CCN(CC(=O)c2c(N)n(C)c(=O)n(C)c2=O)CC1 | 0.4% | -1.2% | 2.2% | -20.6% | 9.4% | 2.6% | i | -0.3 | -11.4%
CCCCCCCCCCCCCCCCn1cc[n+](CC(C)=O)c1 | -3.4% | ? | -103.9% | -91.4%[inhibitor] | 20µM* | 1.1% | i | -0.5 | -5.5%
Cc1cccc(C)c1N1CCN(c2nc(N(C)C)oc(=O)c2C#N)CC1 | -0.4% | 4.0% | 0.4% | 1.8% | ? | -0.2% | . | 0.0 | -2.5%
CCOC(=O)c1c(NC(=O)COC(=O)c2ccc(Cl)nc2)sc(C(=O)N(C)C)c1C | 0.0% | 16.1% | -7.8% | ? | 7.8% | -1.8% | i | 1.5 | -2.3%

This part in full, previewed entries included:
SMILES | Nrf2 activator | Nrf2 inh | HepG2 tox | Abeta yeast res | TGFb inhibitor | Mm-Cpn inhibitor | Akt phos inh | CCT modulator | A549 viability
Cc1ccc(C(=O)Nc2nc(-c3ccco3)c(-c3ccco3)s2)o1 | 1.26µM* | -7.1% | -7.2% | -50.1%[inhibitor] | -6.8% | -20.2% | i | -5.8 | -2.2%
Cc1cnc(C(=O)Nc2ccc(S(=O)(=O)NCC(C)C)cc2)cn1 | 3.4% | -19.4% | 10.0% | -12.9% | -6.7% | -0.1% | i | 0.5 | -14.2%
CCOc1ccccc1N1CCN(CC(=O)c2c(N)n(C)c(=O)n(C)c2=O)CC1 | 0.4% | -1.2% | 2.2% | -20.6% | 9.4% | 2.6% | i | -0.3 | -11.4%
CCCCCCCCCCCCCCCCn1cc[n+](CC(C)=O)c1 | -3.4% | ? | -103.9% | -91.4%[inhibitor] | 20µM* | 1.1% | i | -0.5 | -5.5%
Cc1cccc(C)c1N1CCN(c2nc(N(C)C)oc(=O)c2C#N)CC1 | -0.4% | 4.0% | 0.4% | 1.8% | ? | -0.2% | . | 0.0 | -2.5%
CCOC(=O)c1c(NC(=O)COC(=O)c2ccc(Cl)nc2)sc(C(=O)N(C)C)c1C | 0.0% | 16.1% | -7.8% | ? | 7.8% | -1.8% | i | 1.5 | -2.3%
CCCCOP(=O)(c1ccc(N(C)C)cc1)C(O)c1cccnc1 (centres undefined) | -0.8% | 3.2% | -1.0% | 9.3% | -10.5% | 3.2% | . | -3.1 | -7.6%
Cc1ccc(S(=O)(=O)n2nc(C)c(S(=O)(=O)N3CCOCC3)c2C)cc1 | -1.0% | -7.9% | -7.8% | 6.6% | 0.2% | -3.4% | i | 0.7 | -0.2%
Cc1cc(N2CCCC2)nc2ccccc12 | 7.5% | 5.5% | -3.3% | -11.6% | -10.8% | 0.3% | i | 0.5 | 17.5%
CCN(CC)C(=O)C1=C(C)N(Cc2ccc(OC)cc2)C(=O)C(CC(=O)NC2CCCCC2)C1 (centres undefined) | 0.2% | . | 4.6% | 1.0% | 5.8% | . | i | -0.5 | .
COc1ccc(C2C(C#N)=C(N)Oc3n[nH]c(C)c32)cc1CSc1ccccn1 (centres undefined) | ? | 6.2% | 3.2% | -6.2% | ? | -0.9% | i | 4.3 | 0.5%
COCCn1nnnc1C(c1ccccc1OC)N1CCN(c2ccccc2F)CC1 (centres undefined) | 0.1% | -11.4% | -11.6% | 23.2% | -23.8% | -1.2% | i | 1.5 | 0.2%
O=C1NCCSC1c1ccccc1 (centres undefined) | -0.1% | 0.7% | -4.5% | -14.5% | ? | . | i | -0.9 | 1.0%
Cc1cccc(C(C)C)c1NC(=O)c1ccc(OCC2CCCO2)cc1 (centres undefined) | -0.6% | ? | -4.6% | 5.3% | -0.6% | -0.8% | i | 0.4 | 0.1%
Cc1ccc(O)c(NC(=O)c2cccc(S(=O)(=O)N3CCCCC3)c2)c1 | 5.9% | . | -5.6% | 8.3% | 32.9%[activator] | 0.0% | i | -1.1 | 13.9%
CC(=O)N1N=C(c2ccc(C)cc2)OC1c1ccc(C(C)C)cc1 (centres undefined) | -0.3% | ? | -15.5% | 15.9% | -4.3% | -1.0% | i | -2.4 | ?
Cc1ccc(-n2nc3c(N4CCCC(C(=O)NCc5ccc(Cl)cc5)C4)nnc(C)c3c2C)cc1 (centres undefined) | 2.5% | 7.0% | -23.2% | -5.4% | -27.1% | . | . | . | 3.9%
C/C(=N/NC(=O)CNC(=O)c1cccs1)c1ccco1 | 11.7% | -4.2% | 7.2% | 4.3% | -9.4% | 0.1% | i | -0.4 | -1.2%
O=c1[nH]c2ccc(S(=O)(=O)N3CCCC3)cc2[nH]1 | -0.2% | -5.2% | 0.1% | -5.1% | -7.7% | -15.4% | i | -2.8 | 0.3%
CCCCNC(=O)CCn1c(=S)[nH]c2cc3c(cc2c1=O)OCO3 | -0.6% | 10.5% | -9.9% | -10.8% | 0.0% | -0.4% | ? | -2.5 | -4.5%
CCC1CCCCN1C1Sc2ccc(C(=O)OC)cc2NC1=O (centres undefined) | -0.8% | ? | -2.7% | -4.5% | -17.6% | -0.3% | i | -3.3 | -4.3%
COc1ccc(C(=O)OCC(=O)N(C)C2CCS(=O)(=O)C2)cc1S(=O)(=O)N1CCCc2ccccc21 (centres undefined) | 2.1% | 19.3% | 4.3% | 12.7% | 9.9% | 1.0% | i | 1.8 | 1.4%
O=C1COc2ccc(C(=O)CSc3nnc(Cc4cccs4)n3-c3ccccc3)cc2N1 | 2.9% | 9.5% | 0.6% | 27.9% | 17.0% | -0.4% | i | -26.9 | -2.9%
CCOc1ccccc1NC(=O)Cn1c(=O)n(-c2ccc(C)cc2)c(=O)c2c1cnn2C | -0.5% | -3.1%[9.27 µM] | 0.0% | -17.0% | 1.1% | . | . | . | -0.8%
FC(F)(F)c1cc(Cl)c2nc(-c3ccccc3)cn2c1 | ? | . | -3.2% | 8.5% | -13.7% | -2.1% | i | 2.9 | 20.1%
O=C(N/N=C/c1ccc(Cl)cc1)c1sccc1OCc1ccc(F)cc1 | 2.8% | -28.7% | -18.3% | -7.3% | -18.7% | 4.2% | i | -0.6 | ?
O=C(NCC1COc2ccccc2O1)c1cc(S(=O)(=O)N2CCOCC2)c(Cl)cc1Cl (centres undefined) | 2.5% | 23.1µM* | -6.6% | 11.6% | 9.3% | -1.2% | i | -0.4 | 0.5%
O=C(C(=O)N1CCN(C(=O)c2ccco2)CC1)c1c[nH]c2ccccc12 | -0.9% | -16.0% | -4.9% | 4.1% | 2.5% | -1.2% | i | 0.3 | 0.0%
Cc1cccc(N2CCN(C(=O)c3cccc(N4C(=O)C5C6C=CC(C6)C5C4=O)c3)CC2)c1C (centres undefined) | -0.5% | 18.4µM* | -0.2% | 34.0% | -1.9% | 1.3% | i | -4.5 | -6.3%
Cc1ccc(N/C=C/C(=O)c2ccco2)c(O)c1 | ? | -2.7% | -38.2% | 21.5% | ? | -0.7% | i | -0.6 | -18.1%
CC1=C(C(=O)O)N2C(=O)C(NC(=O)c3ccc(F)cc3)C2SC1 (centres undefined) | 3.7% | 1.5% | -6.6% | -4.0% | 1.8% | -0.5% | i | 3.2 | -0.4%
CCC(=O)N1CCN(c2ccc(NC(=O)c3ccc(C#N)cc3F)cc2Cl)CC1 | -0.2% | -1.4% | -11.7% | -2.2% | 5.8% | 0.6% | i | -0.8 | 0.3%
CC(=O)Nc1cccc(/C(C)=N/NS(=O)(=O)c2ccccc2)c1 | 4.0% | -3.9% | -12.9% | -13.6% | -26.2% | 1.4% | i | 0.1 | 4.4%
N/C(=N\OC(=O)c1cccc2ccccc12)c1ccncc1 | ? | ? | -16.5% | 0.4% | 12.5% | -0.8% | i | -1.8 | 16.0%
CC(O)(Cc1ccccn1)Cc1ccccn1 | -0.6% | -7.3% | 15.1% | 0.8% | 17.1% | . | i | -2.4 | -3.1%
COC(=O)c1[nH]c2ccccc2c1NC(=O)C(C)N1CCN(C(=O)c2ccco2)CC1 (centres undefined) | 2.9% | -16.8% | -5.8% | 19.9% | -2.9% | -2.7% | i | -1.1 | -11.5%
O=C(CN1C(=O)NC2(CCCCCC2)C1=O)c1ccc(OC(F)F)cc1OC(F)F | 0.5% | 3.6% | 0.0% | 6.3% | 2.3% | 1.3% | i | 0.5 | -4.4%
CN=C1SC(CC(=O)Nc2c(C)cccc2C)C(=O)N1/N=C/c1cccs1 (centres undefined) | 0.0% | -6.3% | 5.2% | -3.9% | -8.1% | 1.1% | i | 0.3 | -0.6%
O=C(CSc1ncn[nH]1)N1N=C(c2ccc(Cl)cc2)CC1c1ccco1 (centres undefined) | 3.9% | -9.5% | -36.3% | -10.3% | ? | 2.9% | i | 0.0 | 3.4%
CSc1nc(Oc2ccc(=O)[nH]n2)nc(N(C)C)n1 | -1.0% | 17.9% | 6.5% | 14.2% | 0.3% | -0.4% | i | -0.8 | -8.8%
